# GSK3A inh: inhibitors of human GSK-3 alpha kinase; P49840; ADP-Glo luminescence, 60 min; inhibition, % at 10 µM; hit rate 0.1% among 320,000;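 in the data active = inhibition above about 50%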;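 note: GST-tagged GSK-3 alpha with peptide substrate and 25 µM ATP; 0% = DMSO neutral wells and 100% = GW8510 positive control wells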
# KCNK3 inh: human KCNK3 channel inhibition, primary screen. O14649. CHO-KCNK3 thallium flux, FluxOR fluorescence; stronger effect = lower value. B-score at 10 µM. hit rate 0.84% among 340,000. AID 602410;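 active = B-score under library mean minus 4 SD, starting fluorescence ratio at most library mean plus 5 SD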;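 note: more negative B-score means stronger inhibition of thallium flux through KCNK3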
# RGS4 pot: RGS4 potentiation or activation; B-score at 10 µM; hit rate 0.92% among 310,000; HEK293 M3R/inducible RGS4, carbachol calcium flux Fluo4; stronger effect = lower value;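 active = B-score of the integrated calcium signal more than 4 SD below the library mean, with starting fluorescence not abnormally high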;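 note: negative B-score means reduced calcium response which marks RGS4 activation or potentiation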
#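 Detection: kinetic calcium fluorescence imaging with Fluo4-AM dye, 2 µM / Material: HEK293 cells with stable M3R and inducible RGS4 / Schedule: recording 10 s baseline at 1 Hz, 100 s post-agonist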
# hERG protect: hERG (human) protection from proarrhythmic block | Q12809 | CHO-hERG, FluxOR thallium flux, dofetilide IC70 present | activation (rescue from dofetilide block), less the hit threshold, % at 10 µM | hit rate 0.51% among 310,000;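 active = activation above the mean of controls blocked by dofetilide plus 5 SD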;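 note: thallium influx through hERG after potassium depolarization seen as dye fluorescence rise; in these data hits start at about 4.7%; inactives centre near -7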
# RGS4 inh: human RGS4 inhibition. HEK293 M3R/RGS4 inducible, Fluo-4 calcium flux; stronger effect = higher value; triggered by carbachol at its EC20. hit rate 0.45% among 310,000. B-score at 10 µM. P49798;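 active = B-score, a plate-corrected calcium signal, over three deviations above library mean, with baseline fluorescence within five deviations of library mean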;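 note: RGS4 expression induced by doxycycline in cells with stable M3 receptor; B-score is computed from the integrated fluorescence ratio over baseline after carbachol; higher B-score means a larger calcium signal and so more RGS4 inhibition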
# Target sequence (P49798 whole entry, looked up): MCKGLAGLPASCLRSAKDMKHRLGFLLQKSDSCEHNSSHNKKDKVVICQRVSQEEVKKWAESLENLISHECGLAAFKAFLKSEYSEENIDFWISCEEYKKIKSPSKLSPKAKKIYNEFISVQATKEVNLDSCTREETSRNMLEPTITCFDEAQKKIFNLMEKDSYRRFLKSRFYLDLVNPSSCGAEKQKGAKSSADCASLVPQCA
# GSK3beta inhib: blocks human GSK3beta kinase activity; activity score (negative = inhibition), % at 10 µM; P49841; AID 2097; hit rate 0.038% among 300,000; GST-GSK3beta kinase, ADP-Glo luminescence, 60 min; stronger effect = lower value;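 active = more than half of replicate wells score below -50%, meaning over 50% inhibition versus plate controls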;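 note: 0% = median DMSO wells and -100% = median GW8510 positive control wells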
#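 Test system: GST-tagged human GSK3beta kinase, cell-free; evaluation: activity score scaled between in-plate DMSO and GW8510 controls; measured by: ADP-Glo luminescence; incubation: 60 min reaction, RT; benchmarks: DMSO and 20 µM GW8510; reagent: peptide substrate plus 25 µM ATP (final); medium: Tris/MgCl2 kinase buffer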
# KCNQ1 act: potentiators or activators of human KCNQ1 potassium channel. P51787. hit rate 0.35% among 310,000. B-score at 10 µM. CHO-K1 KCNQ1, thallium flux FluxOR fluorescence; stronger effect = higher value. AID 2648;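 active = fluorescence ratio B-score, a plate-corrected score, at least three library SD, with initial intensity B-score within 5 SD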
# Target sequence (P51787 whole entry, looked up): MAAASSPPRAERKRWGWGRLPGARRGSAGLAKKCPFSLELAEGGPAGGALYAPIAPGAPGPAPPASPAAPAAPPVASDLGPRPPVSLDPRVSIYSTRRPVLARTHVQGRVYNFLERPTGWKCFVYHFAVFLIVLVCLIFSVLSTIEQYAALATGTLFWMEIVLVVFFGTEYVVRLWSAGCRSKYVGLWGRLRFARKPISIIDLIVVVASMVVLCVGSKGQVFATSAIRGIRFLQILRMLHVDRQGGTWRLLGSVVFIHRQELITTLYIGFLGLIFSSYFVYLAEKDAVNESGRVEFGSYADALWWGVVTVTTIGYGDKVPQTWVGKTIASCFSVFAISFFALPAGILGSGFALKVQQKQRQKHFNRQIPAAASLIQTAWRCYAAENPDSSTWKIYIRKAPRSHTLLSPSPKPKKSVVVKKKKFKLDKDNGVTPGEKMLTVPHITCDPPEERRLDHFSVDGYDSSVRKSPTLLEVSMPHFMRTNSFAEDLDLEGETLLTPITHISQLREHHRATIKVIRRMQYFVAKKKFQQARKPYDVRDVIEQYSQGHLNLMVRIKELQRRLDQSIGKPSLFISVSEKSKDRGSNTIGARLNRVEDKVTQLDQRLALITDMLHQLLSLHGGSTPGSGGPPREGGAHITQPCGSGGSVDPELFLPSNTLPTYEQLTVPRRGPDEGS
#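 Assay system: CHO-K1 cells stably expressing KCNQ1; Medium: assay buffer with matched DMSO; Also added: K+/Tl+ depolarizing stimulus; Dosing: single dose; Timing: dye 90 min, compound 20 min, room temperature; Measured by: kinetic FluxOR thallium fluorescence, 10-s 1-Hz baseline, 110-s post-stimulus read; Read-out: peak-minus-minimum fluorescence over initial fluorescence, negative-control normalized, B-scored.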
# Dyrk1A ADPGlo: Dyrk1A (rat) kinase inhibition. Q63470. inhibition, % at 12.5 µM. hit rate 0.43% among 310,000. ADP-Glo luminescence, NFATc1 peptide; in the data active = inhibition above about 50%;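 note: plate controls were vehicle with enzyme for no effect and no enzyme for full effect; many of its hits are not listed in these tables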
# PolyA inh: inhibitors of polyadenylation in S. cerevisiae; S. cerevisiae SKY197-pL101 polyadenylation reporter, beta-gal luminescence; efflux-impaired pdr1/pdr3 knockout yeast; score 100 = 6 SD above DMSO; calls only at 12 µM; hit rate 0.02% among 300,000; AID 1875;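 active = lowest replicate activity score at least 50, where 100 means six control SD above control mean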;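 note: yeast exposed to compound for 9 h at 30 °C; higher score means more reporter readthrough which indicates perturbed polyadenylation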
# KCNK9 inh: human KCNK9 channel inhibition. hit rate 1.2% among 310,000. B-score at 10 µM. HEK293 KCNK9, FluxOR thallium flux fluorescence; stronger effect = lower value;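 active = ratio B-score over 3 SD below the library mean, with starting fluorescence within 5 SD of its mean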;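 note: negative B-score means less thallium flux so channel inhibition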
# KCNQ1 inh: inhibitors of human KCNQ1 potassium channel; B-score at 10 µM; P51787; CHO-K1 KCNQ1, FluxOR thallium flux fluorescence; stronger effect = higher value; hit rate 1.3% among 310,000;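 active = compounds whose thallium flux B-score, printed positive for inhibition, exceeds three library SD while starting fluorescence stays within three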;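 note: channel opened by potassium depolarization with thallium stimulus after 20 min compound exposure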
# The depositor's hits bear a star; i = inactive; · = not tested or not shown. The list is partial; rates above refer to the full screens.
# Order of results: GSK3A inh	KCNK3 inh	RGS4 pot	hERG protect	RGS4 inh	GSK3beta inhib	KCNQ1 act	Dyrk1A ADPGlo	PolyA inh	KCNK9 inh	KCNQ1 inh
- CCOC(=O)c1sc(=NC(=O)c2ccc(Br)cc2)n(C)c1C
→ 1	i	i	-9	i	1	i	0	i	i	i
- O=C(NCC1(N2CCOCC2)CCCCC1)c1ccc(Cl)c(S(=O)(=O)NCc2ccco2)c1
→ ·	i	i	-8	i	-1	i	-11	i	i	i
- COc1ccccc1CNC(=O)C1=CCN(S(=O)(=O)c2ccc(C)cc2)CC1
→ 0	i	i	-17	i	5	i	-5	i	i	i
- COc1ccc(-c2cc(C(=O)Nc3ccccc3F)on2)cc1
→ 7	i	i	-9	i	0	i	8	i	i	i
- Cc1cc(=O)[nH]c(N/N=C/c2ccc(OC(=O)c3ccco3)cc2)n1
→ 0	i	i	-4	i	2	i	-3	i	i	i
- CCOC(=O)C(C)N1C(=O)S/C(=C/c2ccc3c(c2)n(C)c(=O)n3C)C1=O (stereo not drawn)
→ 5	i	i	-21	i	3	i	-3	i	i	i
- Cn1cc(SCC(=O)NCCc2ccccc2)c2ccccc21
→ -1	i	i	-1	i	2	i	2	i	i	i
- CCOc1ccc(-n2nc3c(Cl)nnc(C)c3c2C)cc1
→ 6	i	i	-2	i	-2	i	-3	i	i	i
- FC(F)(F)c1ccccc1NC(=S)Nc1ccccc1
→ -2	i	i	-4	i	-1	i	5	i	i	i
- COC(=O)c1c(NC(=O)CSc2nc3nc(C)cc(C)n3n2)sc(C)c1C
→ 0	i	i	-6	i	3	i	-3	i	i	i
- CCOC(=O)C1=C(C)N(c2ccccc2)C(=O)C1
→ -1	i	i	-7	i	1	i	-4	i	i	i
- COc1cc(NC(=O)c2ccc(F)cc2)ccc1NC(=O)c1cc2ccccc2o1
→ 4	i	i	0	i	0	i	1	i	i	i
- Cc1ccc(CNc2ccc(N3C(=O)CCCC3=O)cc2[N+](=O)[O-])cc1
→ 1	i	i	-3	i	2	i	-5	i	i	i
- c1cncc(-c2nc(-c3ccc4c(c3)OCO4)cs2)c1
→ 5	i	i	-7	i	2	i	-4	i	i	i
- CCOC(=O)c1cc(-c2ccc(C)cc2)n(CCC(=O)NCCCOC)c1C
→ 2	i	i	-8	i	-6	i	1	i	i	i
- CN(C)S(=O)(=O)N1CCC(n2nccc2NC(=O)CCc2ccccc2)CC1
→ -1	i	i	-6	i	-2	i	-2	i	i	i
- O=C(c1cc(-c2ccccc2)on1)N1CCN(Cc2ccc3c(c2)OCO3)CC1
→ ·	i	i	-6	i	-1	i	1	i	i	i
- CC(=O)c1ccc(NC(=O)CCCN2C(=O)C(c3ccccc3)Oc3cccnc32)cc1 (stereo not drawn)
→ -1	i	i	-4	i	-3	i	0	i	i	i
- N#Cc1cc(-c2ccccc2)nc(NN)n1
→ -1	i	i	-5	i	1	i	·	i	i	i
- Nc1nc(CN2CCN(c3cccc(Cl)c3)CC2)nc(N2CCCc3ccccc32)n1
→ -1	i	i	-15	i	3	i	4	i	i	i

# Some entries already given, limited to KCNQ1 act, hERG protect and KCNK9 inh:
mol	KCNQ1 act	hERG protect	KCNK9 inh
CCOC(=O)C(C)N1C(=O)S/C(=C/c2ccc3c(c2)n(C)c(=O)n3C)C1=O (stereo not drawn)	i	-21	i
Cn1cc(SCC(=O)NCCc2ccccc2)c2ccccc21	i	-1	i
CCOc1ccc(-n2nc3c(Cl)nnc(C)c3c2C)cc1	i	-2	i

# The list continues:
# Order of results: GSK3A inh	KCNK3 inh	RGS4 pot	hERG protect	RGS4 inh	GSK3beta inhib	KCNQ1 act	Dyrk1A ADPGlo	PolyA inh	KCNK9 inh	KCNQ1 inh
- CCn1c(SCC(=O)OC)nnc1C1CCCCC1
→ 0	i	i	-3	i	2	i	-2	i	i	i
- COc1ccc(C)cc1S(=O)(=O)NCC(c1cccnc1)N1CCc2ccccc2C1 (stereo not drawn)
→ 3	i	i	-10	i	-1	i	5	i	i	i
- COC(=O)/C=C1\N/C(=N\c2nc(C)cc(C)n2)N(c2ccccc2)C1=O
→ -2	i	i	-4	i	0	i	·	i	i	i
- CCN(CC)S(=O)(=O)c1ccc(C(=O)OCC(=O)Nc2ccc(-c3nc4ccc(C)cc4s3)cc2)cc1
→ -6	i	i	-3	i	-5	i	0	i	i	i
- C#CCOCCOCCOCCNc1nc(N2CCN(C(=O)C([C@@H](C)CC)n3cc(C(N)CO)nn3)CC2)nc(N2CCN(C(=O)C([C@@H](C)CC)n3cc(C(N)COC(=O)C(F)(F)F)nn3)CC2)n1 (stereo partly drawn)
→ 3	·	i	-11	i	-3	i	·	i	i	i
- COc1nc(NC2CCCCC2)nc(N2CCCCCC2)n1
→ -1	i	i	-8	i	7	i	10	i	i	i
- COC(=O)C[C@H]1c2cc(C(F)(F)F)ccc2S(=O)(=O)N1C1CCCCC1
→ 1	i	i	-3	i	1	i	·	i	i	i
- Nc1c(C(=O)Nc2cccc(Cl)c2Cl)sc2nc(-c3cccnc3)ccc12
→ 1	i	i	-5	i	2	i	13	i	i	i
- O=C(Nc1nc(-c2ccc(F)cc2)cs1)c1ccc(N2C(=O)CCC2=O)cc1
→ -1	i	i	-9	i	-1	i	5	i	i	i
- COCCCN1CN(S(=O)(=O)c2cccs2)c2nc3ccccc3nc21
→ 1	i	i	-7	i	1	i	-5	i	i	i
- COC(=O)c1sc(NC(=O)CSc2nnnn2C)nc1C
→ 8	i	i	0	i	0	i	0	i	i	i
- COC(=O)C1C(=O)C=C(N2CCOCC2)CC1(C)C (stereo not drawn)
→ -2	i	i	-6	i	2	i	3	i	i	i
- COc1ccc(NC(=S)NCCCCCC(=O)C[N+](=O)[O-])cc1
→ 2	i	i	-8	i	-2	i	0	i	i	i
- Cc1ccc2c(CSc3nncs3)cc(=O)oc2c1
→ 1	i	i	-1	i	2	i	-35	i	i	i
- S=c1[nH]c(-c2cccs2)cn1-c1ccccc1
→ -2	i	i	8.2*	i	2	i	3	i	i	i
- CCOC(=O)C1=C(CN2CCN(C(=O)c3ccco3)CC2)NC(=O)NC1c1ccc(C)cc1 (stereo not drawn)
→ 1	i	i	-6	i	-4	i	-2	i	i	i
- Cc1ccc(C(=O)N/C(=C/c2ccc(C(C)C)cc2)C(=O)NCCCN2CCOCC2)cc1
→ -2	i	i	1	i	3	i	·	i	i	i
- O=C(N/N=C/c1c[nH]c2ccc(Br)cc12)c1ccccn1
→ -1	i	i	-7	i	1	i	29	i	i	i
- Cc1noc(C)c1COc1ccccc1C(=O)N1CCN(S(=O)(=O)c2ccccc2C(F)(F)F)CC1
→ -3	i	i	-16	i	-3	i	-6	i	i	i
- O=C(Cn1cnc2c(cnn2-c2ccccc2)c1=O)c1ccc(Cl)cc1
→ -2	i	i	-11	i	-6	i	3	i	i	i
- CCCCNc1c(-c2cccc(SC3CCCCC3)c2)nc2ccc(Cl)cn12
→ -1	i	i	-9	i	-2	i	1	i	i	i
- COC(=O)C1C(=O)c2c([nH]c(C(=O)OC3CCCC3)c2C)CC1C (stereo not drawn)
→ 1	i	i	-4	i	2	i	7	i	i	i
- O=C(c1ccc(C(=O)N2CCCc3ccccc32)nc1)N1CCCc2ccccc21
→ -1	i	i	1	i	2	i	-1	i	i	i
- Nc1nonc1C(=O)N/N=C/c1cc2c(cc1[N+](=O)[O-])OCO2
→ -1	i	i	-2	i	3	i	-6	i	i	i
- CN(CCC#N)C(=O)CC1(Cc2ccccc2)CCOC(C)(C)C1 (stereo not drawn)
→ -1	i	i	-6	i	1	i	1	i	i	i
- Cc1c(Cl)cccc1NC(=S)NCCc1ccc(F)cc1
→ ·	i	i	-4	i	2	i	8	i	i	i
- Cc1n[nH]c(=O)c2c(NC(=O)CSc3nncs3)oc(C)c12
→ 1	i	i	-14	i	-3	i	2	i	i	i
- CC(=O)Nc1ccc2c(c1)N(C(=O)CN(C)C)c1ccccc1CC2
→ 5	i	i	-1	i	0	i	12	i	i	i
- O=C(NCC1CCCO1)C(c1ccc(F)cc1)N(Cc1ccc(F)cc1)C(=O)Cn1nnc(-c2cccs2)n1 (stereo not drawn)
→ -5	i	i	-10	i	-2	i	-2	·	i	i
- CCCc1noc2c1C(c1ccoc1)C(C#N)=C(N)N2 (stereo not drawn)
→ -13	i	i	-12	i	4	i	7	i	i	i
- CC(=O)c1cccc(S(=O)(=O)N2CCN(c3nc4cc(C)cc(C)c4cc3C#N)CC2)c1
→ 3	i	i	-7	i	0	i	4	i	i	i
- CCC(C(=O)NC(C)(C)C)N(Cc1cccs1)C(=O)CNS(=O)(=O)c1ccccc1 (stereo not drawn)
→ 4	i	i	-15	i	1	i	-7	i	i	i
- COc1ccccc1CCNC(=O)C(=O)NCC1OCCN1S(=O)(=O)c1ccccc1 (stereo not drawn)
→ -1	i	i	-7	i	0	i	-2	i	i	i
- O=S(=O)(NCC(c1ccco1)N1CCc2ccccc21)c1ccccc1 (stereo not drawn)
→ 4	i	i	-4	i	2	i	5	i	i	i
- NNC(=O)C(Cc1c[nH]c2ccccc12)NC(=O)c1ccccc1 (stereo not drawn)
→ 1	i	i	-6	i	3	i	2	i	i	i
- COc1ccc(CCn2nnnc2CN2CCN(C(=O)c3ccco3)CC2)cc1OC
→ -1	i	i	-4	i	-2	i	-1	i	i	i
- CCOC(=O)C1CCCN(S(=O)(=O)c2cc3[nH]c(=O)c(=O)[nH]c3cc2C)C1 (stereo not drawn)
→ -2	i	i	-6	i	-1	i	8	i	i	i
- Nc1c(C(=O)NC2CCCC2)c2nc3ccccc3nc2n1/N=C/c1ccco1
→ 2	i	i	-18	i	1	i	2	i	i	i
- CC(C)[C@H](NC(=O)c1c(F)cccc1F)C(=O)Nc1cccc(Br)c1
→ -2	i	i	-7	i	1	i	8	i	i	i

# High-throughput results: PubChem BioAssay, several laboratories
